TrxR1 substrate: substrates of rat thioredoxin reductase 1. purified TrxR1 substrate turnover, NADPH consumption readout. Potency, µM (series often up to 114 µM), without a hit: top-dose activity change, negative = substrate turnover. hit rate 0.01% among 390,000; also: potency is read from the fitted curve at half-maximal effect; % is scaled to controls: 0 for no effect and ±100 for the full control effect; nearly all actives have a fitted effect of over 50% in size
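Rat TrxR1, dispensed at 90 nM, was prereduced with 400 uM NADPH (final) for 5 min at ~22 deg C, then incubated with compound 15 min before 400 uM selenite. A first-read NADPH fluorescence drop versus no-compound background flagged substrates.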
D2 antagonist: antagonists of human D2 dopamine receptor. P14416. HEK293 TREx D2 cells, calcium flux, dopamine EC80. inhibition, % at 10 µM. hit rate 2% among 340,000. AID 485344; in the data active = inhibition above about 30%; also: 0% is about no effect
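Tetracycline-induced HEK293 TREx cells expressing D2 receptor forced-coupled to calcium signalling, loaded with no-wash calcium dye. Compounds added and calcium flux read 180 s, then dopamine added at EC80 and read a further 180 s.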
D2 ag: activates the human D2 dopamine receptor. hit rate 0.53% among 340,000. activation, % at 2 µM. P14416. AID 485358. HEK293 T-REx D2 cells, calcium flux agonist mode;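 active = activation over 3 SD above normal in the single-dose calcium agonist read, cut at about 30% in these data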; also: 0% is about no effect
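Agonism scored from kinetic calcium signal (1 read/sec, 180 s) following compound pin transfer, after a 10 s baseline. Cells: HEK293 Trex line expressing inducible D2 receptor coupled to calcium, dye-loaded after overnight culture at 30 C.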
TRHR ag: TRH receptor (human) agonism. activation, % at 2 µM. hit rate 0.18% among 360,000. TRHR cells, calcium flux fluo-8, FDSS agonist mode. P34981; in the data active = activation above about 30%; also: 0% is about no effect
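TRHR-expressing cells loaded with fluo-8 calcium dye; 23 nL library compound pin-transferred, kinetic FDSS fluorescence (Ex 480/Em 530) recorded about 180 s for agonist-induced calcium release, before a 10 nM TRH EC20 addition for potentiator mode.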
TrxR1 inh: rat TrxR1 inhibition | O89049 | recombinant rTrxR1, NADPH fluorescence consumption, selenite substrate | Potency, µM (doses to about 114 µM), without a hit: at the highest dose activity change, negative = inhibition, hits mostly inhibitors | hit rate 1% among 390,000; also: potency is read from the fitted curve at half-maximal effect; % is scaled to controls: 0 for no effect and ±100 for the full control effect; nearly all actives have a fitted effect of over 65% in size
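Rat TrxR1 (90 nM in the dispensed reagent) was pre-reduced with 400 uM NADPH for 5 min at room temperature, then incubated with compound for 15 min. After 400 uM selenite was added, NADPH fluorescence (Ex 340/Em 450 nm) was followed for 8 min.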
PI4K2A inh: inhibitors of human PI4K2A; Q9BTU6; purified PI4K2A, ADP-Glo luminescence, 1 h; hits give low values; activity change, negative = inhibition, % at 76.9 µM; hit rate 0.13% among 420,000; in the data active = activity change below about -50%; inconclusive = mostly about -30% to -49%;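 also: -100% = wells without enzyme as full effect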
Target sequence (Q9BTU6 whole entry, looked up): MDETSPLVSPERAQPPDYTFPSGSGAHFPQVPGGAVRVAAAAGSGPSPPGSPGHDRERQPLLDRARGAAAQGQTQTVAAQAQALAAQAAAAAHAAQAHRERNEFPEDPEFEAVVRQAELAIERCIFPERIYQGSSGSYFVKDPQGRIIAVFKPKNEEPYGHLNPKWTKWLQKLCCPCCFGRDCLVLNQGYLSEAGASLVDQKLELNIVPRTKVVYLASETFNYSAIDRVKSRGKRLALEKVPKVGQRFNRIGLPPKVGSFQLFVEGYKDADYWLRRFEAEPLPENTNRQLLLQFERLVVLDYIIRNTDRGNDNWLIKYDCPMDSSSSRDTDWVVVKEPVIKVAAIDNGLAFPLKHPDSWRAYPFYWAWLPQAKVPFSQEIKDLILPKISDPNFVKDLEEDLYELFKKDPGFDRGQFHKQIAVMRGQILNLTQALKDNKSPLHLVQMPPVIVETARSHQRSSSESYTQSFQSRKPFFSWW
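Compounds are screened against recombinant PI4K2A using PI as substrate and ATP, the latter dispensed at 300 microM. Reactions run one hour at ambient temperature before ADP-Glo detection; full inhibition defined by wells lacking enzyme.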
IDH1 R132H inh: human IDH1 R132H inhibition. IDH1-R132H enzyme, NADPH consumption, diaphorase/resazurin fluorescence. Potency, µM (doses to about 76.6 µM), for the others: top-dose activity change, negative = inhibition, actives largely listed as inhibitors. hit rate 0.093% among 390,000. AID 602179; also: potency is read from the fitted curve at half-maximal effect; % is scaled to controls: 0 for no effect and ±100 for the full control effect; nearly all actives have a fitted effect of over 65% in size
Target sequence (O75874 whole entry R132H, stated change not applied): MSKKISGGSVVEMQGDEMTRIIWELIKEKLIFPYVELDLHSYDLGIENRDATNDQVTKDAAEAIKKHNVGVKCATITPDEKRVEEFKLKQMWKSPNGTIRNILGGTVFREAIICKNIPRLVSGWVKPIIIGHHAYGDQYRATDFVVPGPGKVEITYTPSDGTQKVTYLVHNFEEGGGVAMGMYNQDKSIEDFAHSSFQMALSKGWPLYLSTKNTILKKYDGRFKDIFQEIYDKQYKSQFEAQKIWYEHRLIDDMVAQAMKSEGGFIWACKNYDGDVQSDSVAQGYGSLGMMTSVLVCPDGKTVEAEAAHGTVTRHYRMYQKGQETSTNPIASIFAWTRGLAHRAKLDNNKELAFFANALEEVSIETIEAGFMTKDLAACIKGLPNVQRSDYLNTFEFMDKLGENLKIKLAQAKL
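IDH1-R132H (0.5 ug/mL dispensed) in pH 7.5 Tris buffer was preincubated 30 min with compound, then given a substrate mix of 0.016 mM NADPH and 2 mM alpha-KG for 80 min at room temperature; remaining NADPH was read by diaphorase/resazurin fluorescence.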
USP1 inh: USP1/UAF1 (human) deubiquitinase inhibition. hit rate 0.23% among 390,000. Potency, µM (series often up to 57.1 µM), inactives show at the top dose activity change, negative = inhibition, most hits filed as inhibitors. O94782. recombinant USP1/UAF1, Ub-Rhodamine cleavage fluorescence. AID 743255; also: potency is read from the fitted curve at half-maximal effect; % is scaled to controls: 0 for no effect and ±100 for the full control effect; nearly all actives have a fitted effect of over 60% in size; inactives centre near -12
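Step one: compound is pinned into 1nM USP1/UAF1 in HEPES pH 7.8 buffer with TCEP. Step two: 15 min room-temperature incubation. Step three: Ub-Rho (150nM final) starts cleavage, tracked by fluorescence over six one-minute reads.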
TRHR enhancer: TRH receptor (human) allosteric enhancement; P34981; hit rate 0.66% among 360,000; TRHR cells, fluo-8 calcium fluorescence, EC20 TRH enhancement; enhancement, % at 2 µM; in the data active = enhancement above about 30%; also: 0% is about no effect
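TRHR-expressing cells loaded with fluo-8 calcium dye were read kinetically (ex 480/em 530) during compound addition, then stimulated with an EC20 of TRH (10 nM final). Enhancement of the Gq-mediated intracellular calcium response was scored.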
* hit, by the source's call; ? = inconclusive; . = no result given; [ ] = dose if it differs, or a comment. Unless noted, calls follow the shape of the dose curve; as a rule, active = well fitted inhibition curve with a large enough effect; inconclusive = small, poorly fitted or top-dose-only effect; inactive = no such curve, though single readings can be large or run the other way. An unsorted share of the library. About 3.9% of those tested had a hit in this group.

SMILES	TrxR1 substrate	D2 antagonist	D2 ag	TRHR ag	TrxR1 inh	PI4K2A inh	IDH1 R132H inh	USP1 inh	TRHR enhancer
Cn1nc(-c2ccc(C(=O)O)cc2)c2ccccc2c1=O	-2%	-5	-0.3	-0.5	11%	3	2%	-8%	-12
CCOC(=O)CCCNC(=O)CCNC(=O)c1ccc(OCCC(C)C)cc1	5%[57.1 µM]	1	-1.1	-1.1	13%[57.1 µM]	-20	5%	-20%	1
CSc1nnc(-c2ccc([N+](=O)[O-])cc2)o1	13%[57.1 µM]	26	0.8	0.2	29%[57.1 µM]	4	3%	?	1
CCOc1ccc(N2CSC(=S)N(c3ccc(OCC)cc3)C2)cc1	-4%	-11	0.9	-0.2	7%	-1	-6%	1%	7
Cn1c(=O)cc(SCC(=O)N2CCN(c3ccccn3)CC2)c2ccccc21	-6%	-11	-0.1	-0.2	-7%	3	5%	-14%	-2
O=C(CNC(=O)c1ccc(Cl)cc1Cl)OCn1nnc2ccccc2c1=O	5%	9	-0.3	-0.7	?	5	1%	0%	-6
Brc1ccc(-c2c(-c3ccsc3)sc3ccccc23)cn1	1%[57.1 µM]	-1	0.0	-0.1	7%[57.1 µM]	-7	-14%	-28%	0
Cc1cc(-c2ccccc2)nc(=O)[nH]1	5%[57.1 µM]	-1	0.5	-0.1	35%[57.1 µM]	-4	-3%	-3%	-2
Cc1ccccc1C1CCCN(Cc2nc(CC3CC3)no2)C1 (stereo unspecified)	6%	5	0.1	-0.3	19%	2	1%	-19%	-4
COc1ccc(-n2ncc3c2CC(C)(C)CC3NC(=O)c2c(C)cc(=O)oc2C)cc1 (stereo unspecified)	7%[57.1 µM]	-4	-0.5	-0.5	7%[57.1 µM]	3	-11%	0%	1
Cc1ccccc1S(=O)(=O)c1c(C)cc(C)n(CC(C)C)c1=O	-2%	19	0.8	0.2	-3%	-4	2%	-18%	-4
O=C(Nc1ccccc1C(F)(F)F)c1cc(S(=O)(=O)N2CCOCC2)ccc1F	7%	7	1.4	-0.4	9%	4	4%	-14%	2
O=C(Nc1ccccc1)c1ccc(S(=O)(=O)N2CCCCC2)cc1	-2%	-4	-0.2	-0.1	11%	-2	-11%	?	-8
Cc1cc(C)c2cc(C(=O)N3CCN(c4ncccc4C(F)(F)F)CC3)[nH]c2c1	-17%	-8	0.4	0.2	-57%[57.1 µM]	-6	1%	-26%	17
O=C1OC(c2ccccc2)=C/C1=C\N1CCOCC1	-9%	-5	1.0	-0.3	?	-1	2%	-8%	3
COc1cccc(CC(=O)Nc2nc(-c3cccnc3)cs2)c1	3%[57.1 µM]	-5	-0.7	-0.1	16%[57.1 µM]	-2	-2%	-1%	3
O=C1NC(c2cccs2)Nc2sc3c(c21)CCCC3 (stereo unspecified)	13%[57.1 µM]	.	-0.8	0.0	?	5	3%	-5%	4
CN1CCN(C2=C(NS(=O)(=O)c3ccccc3)C(=O)c3ccccc3C2=O)CC1	-11%	0	-0.5	-0.5	-33%	-14	-7%	?	6
Cc1nc2cc(NC(=O)CS(=O)(=O)c3ccc(F)cc3)ccc2s1	-6%	-19	0.1	0.7	3%	-3	6%	-11%	-2
COc1ccccc1-n1nc(C)cc1N	-1%	25	1.6	1.2	67%[activator]	1	2%	-20%	-4
COc1cc(/C(C)=N/NC(=O)CN2CCN(S(=O)(=O)c3ccc(C)cc3)CC2)ccc1O	1%	-2	-0.1	-0.4	17%	0	20%	-3%	-1
Cc1cc(C)n(C(=O)CSc2nc3ccccc3o2)n1	9%	6	0.7	-0.3	9%	-2	10%	0%	-6
Cc1cc(NS(=O)(=O)c2ccc(NC(=S)NC(=O)c3cccc(S(=O)(=O)N(C)C)c3)cc2)no1	1%	1	-0.7	0.1	-11%	-6	0%	-22%	9
CC(=O)OCC1(C)CN(c2ccccc2)N(C(C)=O)C1=O (stereo unspecified)	3%	-5	0.5	-0.8	10%	-4	17%	-18%	11
O=C(CSc1nnc(-c2cccnc2)o1)N1CCCCC1	3%	-6	0.6	0.7	28%	1	-2%	-10%	6
Cc1sc2nc(CSCC(=O)Nc3ccc(OC(F)F)cc3)[nH]c(=O)c2c1C	-3%	2	-1.2	-0.8	-6%	-1	1%	-1%	-4
COc1ccc(-c2nc(CNS(=O)(=O)c3cc(OC)ccc3OC)cs2)cc1	1%[57.1 µM]	-4	-1.4	-2.1	5%[57.1 µM]	5	12%	-13%	2
O=c1c2ccccc2n(CC(O)CN2CCOCC2)c2ccccc12 (stereo unspecified)	36%[activator][57.1 µM]	-21	1.0	0.7	42%	-3	4%	?	-1
CCCN1CCN(C(=O)CS(=O)(=O)Cc2nc(-c3cccc(OC)c3)oc2C)CC1	7%	.	.	-0.3	10%	-4	-13%	-13%	7
Cc1ccc(CNC(=O)CCC2CCCN(Cc3c(C)nn(C(C)C)c3C)C2)o1 (stereo unspecified)	0%	20	-1.9	-0.2	20%	1	-1%	-13%	15
CNC(=S)N/N=C/c1cn(CCOc2ccccc2OC)c2ccccc12	-6%	-3	0.7	-1.3	9%[57.1 µM]	-2	4%	-23%	-16
COc1ccc(CCNC(=S)N2CCC(Cc3ccccc3)CC2)cc1OC	3%[57.1 µM]	9	-0.1	-0.1	3%[57.1 µM]	16	-4%	-8%	-3
COc1ccc(CCCc2nnc(SCC(=O)Nc3cc(C)c(C)cc3Br)o2)cc1	4%	28	1.4	1.0	29%	4	2%	-4%	-22
C=CCNC(=S)N/N=C/c1cn(-c2ccccc2)nc1-c1ccc(OC)cc1	-6%	-9	0.1	0.6	-15%	4	3%	-19%	-7
CCOC(=O)c1c(NC(=O)COc2cccc(C)c2C)sc2c1CCC(CC)C2 (stereo unspecified)	5%	.	1.2	0.2	9%	3	6%	-15%	10
O=C(NCc1ccccc1Cl)C1CCCN1S(=O)(=O)c1ccc(F)cc1 (stereo unspecified)	0%	-1	-0.1	-0.5	13%	8	9%	-22%	-6
CCCc1cc(=O)oc2c3c(cc(OCC(=O)NCCCn4ccnc4)c12)OC(C)(C)CC3	320%[activator]	24	0.3	1.3	-23%	-1	-21%	-7%	-11
Fc1ccccc1Cc1cn2cc(-c3ccc(Cl)cc3)nc2s1	5%	.	0.6	-0.4	33%	1	-9%	?	7
CCOc1ccccc1NC(=O)C1CCCN(S(C)(=O)=O)C1 (stereo unspecified)	6%	0	-0.8	-0.5	22%	16	-8%	-15%	-6
CC1CCCC(C)N1CCCNC(=O)C(=O)Nc1ccc2nc3n(c(=O)c2c1)CCCCC3 (stereo unspecified)	-6%	-3	1.2	0.4	-8%	8	0%	-24%	4

Rewritten with two lines to a compound: two of the compounds above
Each structure is followed by: TrxR1 substrate, D2 antagonist, D2 ag, TRHR ag, TrxR1 inh, PI4K2A inh, IDH1 R132H inh, USP1 inh, TRHR enhancer
- C=CCNC(=S)N/N=C/c1cn(-c2ccccc2)nc1-c1ccc(OC)cc1
    -6%, -9, 0.1, 0.6, -15%, 4, 3%, -19%, -7
- CCOC(=O)c1c(NC(=O)COc2cccc(C)c2C)sc2c1CCC(CC)C2 (stereo unspecified)
    5%, ., 1.2, 0.2, 9%, 3, 6%, -15%, 10

Of the compounds above, these contain a CF3 group.
SMILES	TrxR1 substrate	D2 antagonist	D2 ag	TRHR ag	TrxR1 inh	PI4K2A inh	IDH1 R132H inh	USP1 inh	TRHR enhancer
O=C(Nc1ccccc1C(F)(F)F)c1cc(S(=O)(=O)N2CCOCC2)ccc1F	7%	7	1.4	-0.4	9%	4	4%	-14%	2
Cc1cc(C)c2cc(C(=O)N3CCN(c4ncccc4C(F)(F)F)CC3)[nH]c2c1	-17%	-8	0.4	0.2	-57%[57.1 µM]	-6	1%	-26%	17

(continued)
SMILES	TrxR1 substrate	D2 antagonist	D2 ag	TRHR ag	TrxR1 inh	PI4K2A inh	IDH1 R132H inh	USP1 inh	TRHR enhancer
Cc1ccc(NC(=O)CN2C(=O)NC3(CCCCC3C)C2=O)cc1S(=O)(=O)N1CCCCC1 (stereo unspecified)	-7%	5	-0.6	0.1	-4%	1	-3%	-3%	-3
CCC(C)n1c(=O)c2sccc2n2c(CCCC(=O)Nc3ccc(F)cc3)nnc12 (stereo unspecified)	-2%	.	-1.2	-0.4	18%	1	32%[activator]	-15%	-2
O=C(NCCN1CCOCC1)c1cc(Sc2cccc(Cl)c2)nc2ccccc12	-1%	-1	-0.4	0.0	6%	-2	5%	-19%	-14
N#CCC(=O)N/N=C/c1cn(Cc2ccc(Cl)c(Cl)c2)c2ccccc12	9%[57.1 µM]	-2	0.3	0.1	23%[57.1 µM]	2	-11%	-23%	7
COc1ccc(/C=N/NC(=S)Nc2cc(C(F)(F)F)ccc2Cl)cc1	-7%	-14	-1.1	-0.3	7%	2	-3%	-10%	6
O=C(Nc1ccccc1)/C(=C/c1ccc2c(c1)OCO2)NC(=O)c1ccco1	-8%	-15	0.5	0.1	-9%	6	7%	-2%	52*
CCCCNC(=O)C1CCC(Cn2c(=O)c3sccc3n(CC(=O)N3CCCC3)c2=O)CC1 (stereo unspecified)	4%[57.1 µM]	.	-0.5	-0.6	16%[57.1 µM]	-4	14%	-18%	14
COc1ccccc1NC(=O)Cc1nnc(SCC(=O)NC2CCCC2)n1C	4%	-5	-0.3	0.3	23%	0	6%	-7%	2
Cc1ccc(C)c(NC(=S)NNc2ccc(F)cc2F)c1	1%[57.1 µM]	6	-1.7	-0.7	-4%[57.1 µM]	-5	-2%	-13%	6
COC(=O)c1cc(COC(=O)CNC(=O)c2cccc(C)c2)oc1C	-6%	-4	0.0	-0.6	7%	0	-14%	-11%	-7
Cc1cc(-c2nn(-c3ccccc3F)cc2CNCCc2cnccn2)c(C)s1	6%	18	.	0.8	5%	1	-6%	-25%	-6
CCc1cc(N2CCOCC2)cc2c1[nH]c1ccccc12	259%[activator]	5	0.6	0.0	70%[activator]	-3	16%	-21%	-2
Cc1cc(C(F)F)n2ncc(C(=O)NCCc3ccc(Cl)cc3)c2n1	1%	0	0.4	-1.0	3%	-1	5%	-16%	3
Cc1ccc(C(=O)Nc2ccc(S(=O)(=O)N(Cc3ccccc3)c3ccccc3)cc2)cc1	-7%	.	.	1.8	6%	-3	-2%	-24%	3

Screening data: PubChem BioAssay, National Center for Advancing Translational Sciences (NCATS)
